Compound activity deposited in PubChem BioAssay by NCI.
Growth percent in the NCI-60 one-dose screen (48 h, 10 µM unless noted): 100 = growth as untreated, 0 = no growth, -100 = all killed.
HL-60(TB): HL-60(TB) leukemia cells. hit rate 9% among 78,000; active = growth percent below 10
* marks the source's active call; other numbers are inactive results; & = joins results of further samples; [ ] = dose if it differs, or a comment. Some of the compounds tested, so the mix of outcomes need not match the whole.

SMILES | HL-60(TB)
COc1ccc(Nc2ncccc2/C=C\c2cc(OC)c(OC)c(OC)c2)cc1 | 68
Clc1cc(Cl)c(Cl)nc1Cl | 110
O=C1c2c(c3c4ccccc4n(CCCCCCN4CCOCC4)c3c3[nH]c4ccccc4c23)C(=O)N1O | 78
C=C[C@]1(C)C=C2C(=O)[C@@]3(O)OC(=O)[C@@]4(CCCC(C)(C)[C@H]34)[C@@]2(O)CC1 | -25*
Cc1ccc(/C=C/C(=O)c2ccc(NC(=O)COc3cccc4cccnc34)cc2)cc1 | 96
C[C@H]1[C@H](C)CC[C@]2(C(=O)N3CCOCC3)CC[C@]3(C)C(=CC[C@@H]4[C@@]5(C)C/C(=C/c6cccnc6)C(=O)C(C)(C)[C@@H]5CC[C@]43C)[C@H]12 | 20
C/C(Cc1ccccc1)=N/NS(=O)(=O)c1ccc([N+](=O)[O-])cc1 | 93
CCN(CCO)c1ccc(N=Nc2ccc([N+](=O)[O-])cc2)cc1 | 102
COc1ccc(Cc2nnc(SCC(=O)Nc3ccc(C)cc3)n2-c2ccccc2)cc1 | 114
O=C(O)c1ccccc1-c1ccccc1C(=O)Nc1ccc2c(c1)oc(=O)c1ccccc12 | 97
O=C(Cn1cc(CO)nn1)c1ccc(-c2ccccc2)cc1 | 110
CCOC(=O)c1ccnc2ccc(O)cc12 | 94
O=C(NCCNc1nccc(-c2c(-c3cccc(O)c3)nc3sccn23)n1)c1cccc(C(F)(F)F)c1 | 96
C[N+]1(C)CCN(c2ccccc2)CC1 | 187
CCS(=O)(=O)Oc1ccc(-c2ccc3sccc3c2)cc1 | 98
CC(=O)c1ccc(Nc2nc(C(C)=O)c(C)s2)cc1 | 88
CC(=O)Nc1ccc(NC(=O)c2ccoc2COc2ccc(C)cc2)cc1 | 99
Cc1ccc(S(=O)(=O)c2nc(S(=O)(=O)CCN3CCOCC3)sc2N2CCOCC2)cc1 | 103
O=C(Cn1nc(-c2cccc3ccccc23)ccc1=O)NCc1cccc(Cl)c1 | 22[50 µM]
COc1cccc(Cc2cc(-c3ccccc3)nn(Cc3ccccc3)c2=O)c1 | 70
CC(=O)CC[C@H]1C(=O)N[C@@H](C(C)C)C(=O)N[C@@H](Cc2cc(O)cc(F)c2)C(=O)N2CCC[C@H](N2)C(=O)O[C@H](/C(C)=C/C=C/C(=O)OC(C)(C)C)C/C=C/C=C/[C@H](O)[C@H](C)[C@H]1O | 56
CCCSc1nc2ccc(C)cc2cc1/C=[N+](\[O-])c1ccccc1 | 14
CC[C@]12C=CCN3CC[C@]4(C(=C(C(=O)OC)C1)Nc1cc(OC)c([C@@H]5[C@H]6O[C@H]6[C@@]6(CC)CC(C(=O)OC)=C7Nc8cc(O)ccc8[C@@]78CCN5[C@@H]68)cc14)[C@@H]32 | -44*
CCOC(=O)C1(c2ccccc2)CCN(CC(=O)c2ccc(NC(C)=O)cc2)CC1 | 111
CC(C)c1cc(C(C)C)c(C(=O)c2ccc([N+](=O)[O-])cc2)c(C(C)C)c1 | 73
CCc1ccc(Oc2cn[nH]c2-c2ccc(OCc3ccc(Cl)cc3)cc2O)cc1 | 107
CC(C)=N/N=C1/NC(=O)C(c2ccccc2)S1 (configuration not stated) | 111
O=C(Nc1ccc(OCc2ccc(Br)cc2)cc1)c1ccc2nc(NS(=O)(=O)c3ccc4ccccc4c3)sc2c1 | 97
ClCCOC1CC2CCC1C2 (configuration not stated) | 51
CC(C)(C)OC(=O)N1C(=O)c2c(c3c4ccc(Br)cc4oc3c3[nH]c4ccccc4c23)C1=O | 98
c1ccc2c(-c3nc(-c4c[nH]c5ccncc45)cs3)c[nH]c2c1 | 46
Cc1cc(CSc2ccccc2C(=O)NCc2ccccc2)on1 | 100
Nc1c(C(=O)Nc2cccc3cccnc23)sc2nc3c(cc12)C(=O)CCC3 | 90
CNC(=S)N/N=C/CSC/C=N/NC(=S)NC | 85
NC(=O)/C=C/C(=O)c1c(Cl)cccc1Cl | -22*
O=[N+]([O-])c1ccc2nc(-c3ccccc3)c(-c3ccccc3)nc2c1 | 77
O=S(=O)(Nc1ccsc1-c1nc(-c2ccccc2)no1)c1ccc(Cl)s1 | 118
O=C(CCCCCCC(=O)Nc1ccc(C(=O)/C=C/c2cn(-c3ccccc3)nc2-c2ccccc2)cc1)NNc1ccccc1 | 34
NCc1cn2cc(Cl)sc2n1 | 129
CCCCCCCCSC(=N)N | 93&91
COC(=O)C12C3C(=O)N(c4ccc(OC)cc4)C(=O)C3C(c3cn(-c4ccccc4)nc3-c3ccccc3)N1[C@H](c1cn(-c3ccccc3)nc1-c1ccccc1)[C@@H]1C(=O)N(c3ccc(OC)cc3)C(=O)[C@@H]12 (some centres not stated) | 107
N#Cc1c(N)nc2c(c(N)nn2-c2ccccc2)c1-c1ccc(Cl)cc1Cl | 46
NC(=O)N1N=C(c2ccc(Cl)cc2)CC1c1cn(-c2ccccc2)nc1-c1ccccc1 (configuration not stated) | 87
CCCCCCCCn1ccc2cc(NC(=O)Cn3cc(CN4CCCC4)nn3)ccc21 | 14
COc1ccc2[nH]c(C(=O)N3CCN(C(=O)OCc4ccc5c(Br)cc(Br)c(O)c5n4)CC3)cc2c1 | -42*
CN[C@@]1(c2ccccc2Cl)CCCC[C@@H]1NC1CCCC1 | 95
Cc1cccc(/C=N/N=C2\C(=O)Nc3ccc(Br)cc32)c1 | 95
C[C@@]12Cc3ccccc3N[C@@H]1N(Cc1ccccc1)c1ccccc12 | 97
COc1ccc(-c2cc3c(=N)n(NC(=O)c4cccnc4)cnc3o2)cc1 | 99
Cc1ccc(O)c(CN(C)Cc2cc(C)ccc2O)c1 | 100
O=C(c1ccccc1)N1CCCCC1 | 100&97
COCCn1c(-c2csc(-c3cn(C)c4ccccc34)n2)cc2cccnc21 | 98
O=C1C=C(Cl)C(=O)C(Cl)=C1 | 96
OCCNCCNc1c2ccccc2nc2ccccc12 | 86
S=c1[nH]cccc1-c1nnc2n1Nc1nc3ccccc3cc1CS2 | 105
O=c1[nH]nc(SC2CCCCC2)c(=O)[nH]1 | 108
CC1=NN(c2ccccc2Cl)C(=O)/C1=C\c1cn(S(=O)(=O)c2ccc(C)cc2)c2ccccc12 | 114
COc1ccc2nc(Cl)c(C3C(C(N)=O)=C(N)Oc4n[nH]c(C)c43)cc2c1 (configuration not stated) | 82
CC(C)COc1ccc(-c2nn(-c3ccccc3)cc2/C=C2\SC(=S)N(CCCCCCCCCCC(=O)O)C2=O)cc1 | 108
Cc1[nH]nc2c1C(c1cc3cc(Br)ccc3nc1Cl)C(C#N)=C(N)O2 (configuration not stated) | 89

Next entries follow.
SMILES | HL-60(TB)
O=C(/C=C/c1ccccc1O)c1ccccc1O | 76
N#Cc1ccc2nc(-c3nonc3N)[nH]c2c1 | 102
CC(C)OC(=O)c1ccc2n1CCc1cnc(NC3CCCC3)nc1-2 | 81
COc1cc(C2c3cc4c(cc3C3OC(=O)C2C3CO)OCO4)cc(OC)c1OC (configuration not stated) | -17*
Oc1ccccc1Nc1ccccn1 | 90
CN(C)CCC(C(=O)C(Br)Br)c1ccccc1 (configuration not stated) | 29
CC(C)Cc1cc(CN(C)CC(=O)NCCc2ccccc2)nn1-c1ccccc1 | 85
CCC(=O)Oc1ccc(/C(=C(\C)c2ccccc2)c2ccc(OCCN3CCCCC3)cc2)cc1 | 68
CC(=O)C1=CC=C(c2cc3cc(Br)ccc3oc2=O)NC1C (configuration not stated) | 110
Cc1ccc(NC(=O)N2CCN(C(c3ccc(F)cc3)c3ccc(F)cc3)CC2)cc1 | 72
CN(C)Cc1cc(S(=O)(=O)c2cc(CN(C)C)c(O)c(CN(C)C)c2)cc(CN(C)C)c1O | 94
CC(C)(CCOC(=O)Nc1cccc2ccccc12)c1ccccc1 | 100

Of the compounds above, 2 contain a COOH group.
SMILES | HL-60(TB)
O=C(O)c1ccccc1-c1ccccc1C(=O)Nc1ccc2c(c1)oc(=O)c1ccccc12 | 97
CC(C)COc1ccc(-c2nn(-c3ccccc3)cc2/C=C2\SC(=S)N(CCCCCCCCCCC(=O)O)C2=O)cc1 | 108

(next part)
SMILES | HL-60(TB)
C[C@H]1C[C@H]2[C@@H]3CC[C@](O)(C(=O)CO)[C@@]3(C)C[C@H](O)[C@]2(F)[C@@]2(C)C=CC(=O)C=C12 | 83
Clc1cc(Cl)cc(N2N=C(c3ccc4c(c3)OCO4)CC2c2sc(Cl)nc2Cl)c1 (configuration not stated) | 99
O=C(O)c1cccc(-n2ncc(Cl)c(Cl)c2=O)c1 | 107
CN1CCN(c2ccc(-c3cnc4c(-c5csc6ccccc56)cnn4c3)cc2)CC1 | 9.5*
COc1cc(N)c(C)c2c(C)ccnc12 | 100&104
C=CCC(=O)N[C@@H](Cc1ccc(-c2cc(Cl)cc(Cl)c2)cc1)[C@@H](O)[C@H](O)C(=O)OCC | 91
Cc1c(C(=O)OCCCl)c(=O)n(-c2ccccc2)n1C | 94
NNC(=O)C1CC2c3ccccc3C1c1ccccc12 (configuration not stated) | 113
CC(=O)N/N=C1/CC[C@@]2(C)C(=CC[C@H]3C4CCC(C(C)CCCC(C)C)[C@@]4(C)CCC32)C1(C)C (some centres not stated) | 104
COc1ccc(-c2c(C#N)c(N)nc3c(C#N)c(NC(=O)c4ccccc4)nn23)cc1 | 101
O=C1N(CCCCCCO)c2ccccc2[C@]12Oc1ccccc1[C@H]1CC(c3ccc(Br)cc3)=NN12 | 145
CCCCCCOc1ccc(C(=O)O)cc1 | 103
COC(=O)C1(O)NC(=C(C#N)C#N)C(C#N)=C1C(=O)/C=C/c1ccccc1 (configuration not stated) | 98
CC1=C(C(=O)OCc2ccccc2)C(c2c(O)cc(O)cc2O)n2c(nc3ccccc32)N1 (configuration not stated) | 27
CN(C/C=C/CN(C)P(=S)(N1CC1)N1CC1)P(=S)(N1CC1)N1CC1 | 79
O=C(CSc1nccc(Nc2ccc(S(=O)(=O)Nc3nccs3)cc2)n1)c1ccc([N+](=O)[O-])cc1 | 99
CC1CNC2(CCCCC2)O1 (configuration not stated) | 78
CC(C)C1=NOC(=O)C1=Cc1cn(-c2ccccc2)nc1-c1ccc(Cl)cc1 | -45*
COc1ccc(CNNC(=O)CCc2ccccc2)c(OC)c1OC | 113
O=C1c2cc(I)ccc2Oc2cc([N+](=O)[O-])ccc2N1c1ccc(I)cc1F | 94
COc1cc(/C=N/c2cc(C(C)(C)C)nn2-c2ccccc2)cc(OC)c1OC | 96
CN(C)CCCN(Cc1ccccc1O)C(=O)Nc1cccc2ccccc12 | 105
O=C(O)/C=C/C(=O)Nc1cc(Cl)c(Cl)cc1Cl | 98
Cc1cc(=O)n(C(=S)Nc2cccc(Cl)c2)c2cc(O)ccc12 | 103
COc1ccc(C(=O)/C=C/c2ccc3c(c2)OCCO3)cc1S(N)(=O)=O | 95
COC1=CC(c2ccc[nH]2)=N/C1=C\c1[nH]c(C)c(C(=O)Oc2ccccc2)c1C | 11
CC(=C(c1ccc(OCCN2CCOCC2)cc1)c1ccc(OCCN2CCOCC2)cc1)c1ccc(Cl)cc1 | 52
Cc1ccc(-c2cnc3sc(C(=O)NCc4ccccc4)c(C)n23)cc1 | 88
CC1(C)CC[C@]2(C(=O)NCCCNCCCCN)CC[C@]3(C)C(=CC[C@@H]4[C@@]5(C)CCC(=O)C(C)(C)[C@@H]5CC[C@]43C)[C@@H]2C1 | 90
C#CCOc1cccc(Nc2ncnc3c2ncn3C2CCN(C(=O)CCl)C2)c1 (configuration not stated) | -56*
O=C1/C(=C/c2ccc3c(c2)OCO3)SC(=S)N1CCc1ccc(O)cc1 | 91
CCOc1ccc(N2CCC(=O)NC2=S)cc1 | 101
CCOC(=O)c1[nH]c(C)c2c1CCc1cnc(N)nc1-2 | 87
CCCCCCCCCCCCCCCC(=O)Nc1cc2c(C)cc(=O)oc2cc1O | 102
CO[C@@H](C=O)O[C@@H](C=O)CO | 93
CC(C(=O)n1ccc(-c2ccc(Cl)cc2)n1)c1ccc(NS(C)(=O)=O)cc1 (configuration not stated) | 101
O=S(=O)(Cc1ccccc1)NC1CCCCC1 | 95
COc1ccc(-c2cc3ccc(N(C)C)cc3nc2N)c(F)c1 | -15*
CC(=O)N1N=C(c2ccc(Br)cc2)CC1c1ccc(Oc2ccc(Cl)cc2)cc1 (configuration not stated) | 100
O=C(/C=C/c1ccc(Cl)cc1)c1ccc(Nc2ccnc3cc(Cl)ccc23)cc1 | 23
CCOc1cc(Br)c(Br)c(C=O)c1O | 80
CC(=O)c1cccs1 | 130
CCOC1=Nn2c(CCC(=O)c3nc4ccccc4[nH]3)nnc2SC1 | 106
Oc1ccc2ccccc2c1N=Nc1ccc2ncsc2c1 | 109
CCOC(=O)COc1ccc2c(c1)O/C(=C\c1ccc(O)cc1)C2=O | 112
O=C(CCC1CCCCC1)OCCCc1ccccc1 | 108
C/C(=C(/C)C1CC1CCNS(=O)(=O)c1ccc(C)cc1)C1CCCC1 (configuration not stated) | 80
CN1CCN(C(=O)c2ncc(-c3ccc(C(F)(F)F)cc3)c(NC3CCCCCC3)n2)CC1 | 104

Molecules shown so far that have an NH in an aromatic ring:
SMILES | HL-60(TB)
O=C1c2c(c3c4ccccc4n(CCCCCCN4CCOCC4)c3c3[nH]c4ccccc4c23)C(=O)N1O | 78
CCc1ccc(Oc2cn[nH]c2-c2ccc(OCc3ccc(Cl)cc3)cc2O)cc1 | 107
CC(C)(C)OC(=O)N1C(=O)c2c(c3c4ccc(Br)cc4oc3c3[nH]c4ccccc4c23)C1=O | 98
c1ccc2c(-c3nc(-c4c[nH]c5ccncc45)cs3)c[nH]c2c1 | 46
COc1ccc2[nH]c(C(=O)N3CCN(C(=O)OCc4ccc5c(Br)cc(Br)c(O)c5n4)CC3)cc2c1 | -42*
S=c1[nH]cccc1-c1nnc2n1Nc1nc3ccccc3cc1CS2 | 105
O=c1[nH]nc(SC2CCCCC2)c(=O)[nH]1 | 108
COc1ccc2nc(Cl)c(C3C(C(N)=O)=C(N)Oc4n[nH]c(C)c43)cc2c1 (configuration not stated) | 82
Cc1[nH]nc2c1C(c1cc3cc(Br)ccc3nc1Cl)C(C#N)=C(N)O2 (configuration not stated) | 89
N#Cc1ccc2nc(-c3nonc3N)[nH]c2c1 | 102
COC1=CC(c2ccc[nH]2)=N/C1=C\c1[nH]c(C)c(C(=O)Oc2ccccc2)c1C | 11
CCOC(=O)c1[nH]c(C)c2c1CCc1cnc(N)nc1-2 | 87
CCOC1=Nn2c(CCC(=O)c3nc4ccccc4[nH]3)nnc2SC1 | 106
